# Screening data: PubChem, several laboratories
# Rev-RRE block = inhibitors of HIV-1 Rev-RRE RNA interaction; Rev peptide-RRE RNA binding, FRET; inhibition, % at 8 µM; 0.79% of 97,000 active; P05866;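 active = inhibition above the screen-wide mean plus 3 SD, cut at about 35% in these data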;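 note: 0% = median DMSO wells and 100% = median Neomycin B control wells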
# Target sequence (P05866 whole entry, looked up): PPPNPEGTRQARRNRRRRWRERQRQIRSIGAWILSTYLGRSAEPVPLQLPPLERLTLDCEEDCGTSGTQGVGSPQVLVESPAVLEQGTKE
#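 Assay system: Rev peptide and RRE RNA, both fluorescently labelled; times: 5 min preincubation and 15 min binding, 25 °C; detection: FRET, ex 480 nm, em 540 and 671 nm; read-out basis: % inhibition from 671/540 nm acceptor-to-donor ratio, scaled between controls; benchmarks: DMSO low control, neomycin B high control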
# LYP act = increases human PTPN22 phosphatase activity | activation, % at 2 µM | recombinant LYP, DiFMUP fluorescence; 0 = plate median, 100 = signal doubled | 0.11% of 96,000 active | AID 697;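 active = activation at 2 µM above a set limit, the mean plus 5 SD, cut at about 37% in these data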
# EphB4 antag = blocks human EphB4 binding to ephrin-B2. P54760. 0.15% of 97,000 active. EphB4 LBD / TNYL-RAW-Alexa532 peptide, fluorescence polarization. AID 720. inhibition, % at 7 µM;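 active = inhibition above the screen-wide mean inhibition plus 3 SD, cut at about 15% in these data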;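 note: 0% = DMSO wells and 100% = excess unlabeled TNYL-RAW peptide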
# CYP2C9 activ = increases human cytochrome P450 2C9 activity. P11712. recombinant CYP2C9, luciferin-H conversion, luminescence; active compounds read high; factor 1 = untreated enzyme, 0 = blocked. activation factor at 5 µM. 1.4% of 96,000 active. AID 1024;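 active = activation factor of 2 or more for CYP2C9 at a 5 µM dose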;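 note: 0 = sulfaphenazole-blocked wells and 1 = vehicle-only wells; values of inactives mirror those of a sister screen read the other way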
# Target sequence (P11712 whole entry, looked up): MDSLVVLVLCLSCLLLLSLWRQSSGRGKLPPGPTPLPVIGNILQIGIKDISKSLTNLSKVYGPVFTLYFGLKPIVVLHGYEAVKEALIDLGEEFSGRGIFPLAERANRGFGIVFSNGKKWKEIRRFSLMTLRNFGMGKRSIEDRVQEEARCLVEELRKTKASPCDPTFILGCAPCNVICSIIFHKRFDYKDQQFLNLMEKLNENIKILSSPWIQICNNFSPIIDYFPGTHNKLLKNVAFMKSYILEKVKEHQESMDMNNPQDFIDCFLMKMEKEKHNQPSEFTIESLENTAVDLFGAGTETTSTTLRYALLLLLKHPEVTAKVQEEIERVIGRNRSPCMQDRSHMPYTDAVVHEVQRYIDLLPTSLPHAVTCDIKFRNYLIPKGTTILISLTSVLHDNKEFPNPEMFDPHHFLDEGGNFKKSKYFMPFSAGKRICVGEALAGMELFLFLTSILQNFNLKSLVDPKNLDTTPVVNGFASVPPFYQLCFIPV
# PLK1 kinase inh = PLK1 (human) kinase inhibition; inhibition, % at 10 µM; 0.53% of 97,000 active; recombinant PLK1 kinase, TR-FRET peptide phosphorylation; P53350;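 active = inhibition of 50% or more in the single-concentration screen; inactive = inhibition below 50%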;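 note: 0% = DMSO max control and 100% = H-89 dihydrochloride min control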
# PLK1 PBD inh = blocks phosphopeptide binding to human Plk1 polo box domain. inhibition, %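 (tested at about 20 µM)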. P53350. AID 693. 0.13% of 97,000 active. Plk1 PBD phosphopeptide binding, fluorescence polarization; in the data active = inhibition above about 34%, passing the limit was not always enough
# PTPN22 inh 2 = blocks human PTPN22 phosphatase activity; 0.21% of 96,000 active; Q9Y2R2; recombinant LYP catalytic domain, DiFMUP fluorescence; inhibition, % at 2 µM;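 active = inhibition at 2 µM at or above a set limit, the screen mean plus 3 SD, cut at about 24% in these data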;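 note: 0% = DMSO with enzyme and 100% = enzyme fully blocked by orthovanadate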
# CYP2C9 inh = inhibitors of human CYP2C9; P11712; CYP2C9 Supersomes, luciferin-H conversion, luminescence; inhibition, % at 5 µM; 20% of 96,000 active; AID 777;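 active = blocking of liver enzyme CYP2C9 beyond about 50% at 5 µM, limit read from the data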; note: values of inactives mirror those of a sister screen read the other way
# Calb biofilm kill = kills Candida albicans biofilms; C. albicans biofilm + clotrimazole, Alamar Blue; inhibition, % at 6 µM; 0.14% of 85,000 active;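 active = inhibition above 20%; inactive = inhibition below 20%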;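 note: preformed 24 hr biofilms exposed to compound for 48 hr; 0% = biofilm without compound and 100% = blank killed by clotrimazole plus chlorhexidine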
# Numbers without * were called inactive; . = no result given. The order is random; overall some 20% were active at least once.
SMILES,Rev-RRE block,LYP act,EphB4 antag,CYP2C9 activ,PLK1 kinase inh,PLK1 PBD inh,PTPN22 inh 2,CYP2C9 inh,Calb biofilm kill
Cc1cc(NS(=O)(=O)c2ccc(Nc3nc(-c4sc(N)nc4C)cs3)cc2)no1,5,4,-1,0.6,-4,-13,0,38,7
CC(C)C(CCN1C(=O)CCC1=O)C1CCOC(C)(C)C1 (stereo not drawn),5,-2,6,0.9,-11,1,2,9,6
O=C(CCC1CCCC1)Nc1ccc(OCC(=O)N2CCOCC2)cc1,1,5,1,.,-5,12,-6,.,7
CCOC(=O)N1CCC(NC(=O)c2sc3nc4n(c(=O)c3c2C)CCCC4)CC1,5,4,1,0.5,-7,11,-7,46,10
CCOc1ccc(OCCN(C)Cc2ccccc2)cc1,6,2,-4,1,-3,1,-1,1,8
COC(=O)Nc1nnc(Cc2ccc(Cl)cc2)s1,8,-1,-5,0.7,-2,7,4,28,2
O=C1CC(NCc2ccccc2F)C(=O)N1c1ccccc1 (stereo not drawn),9,-4,8,0.8,6,3,3,20,4
O=C(CNS(=O)(=O)c1ccc(Br)s1)N1CCC(N2CCCCC2)CC1,6,4,-5,0.8,-1,-7,-5,19,4
C=CCSc1nc2c(sc3nc(C)cc(C)c32)c(=O)[nH]1,-1,-4,-1,0.6,-2,-8,6,36,.
c1ccc(Cn2nnnc2C(c2ccncc2)N2CCOCC2)cc1 (stereo not drawn),6,-8,7,0.8,-12,2,6,22,6
CNC(=O)c1ccc(-c2ccc(F)cc2)s1,0,2,1,0.9,20,20,-3,12,3
Cc1cc(C(F)(F)F)nn1CC(=O)N1CCCCC1C (stereo not drawn),5,-5,-2,1.3,-3,-13,3,-27,13
CCn1c(C)nc2cc(C(=O)n3cc(C(=O)c4ccccc4O)cn3)ccc21,0,7,1,0.6,21,3,-3,41,.
Cc1ccc(NCc2ccccc2OCc2ccccc2F)cc1,2,-4,4,0.6,-9,-16,5,41,.
COCCNC(=O)C1CC(c2cccc(OC)c2)=NO1 (stereo not drawn),9,1,2,1.1,-20,-1,-2,-11,11
Cc1cccc(NC(=O)CSc2nnc([C@@H](N)Cc3ccccc3)o2)c1C,0,4,6,0.9,-8,-14,-6,9,3
Cc1cc(C)c(S(=O)(=O)N(CC(=O)NCc2cccnc2)C2CCCCC2)c(C)c1,-1,2,-6,0.1,3,2,-3,94*,2
O=C(CSc1nnc(CNC(=O)c2cccs2)o1)c1ccccc1,2,8,-1,0.8,-6,-12,-5,22,5
Cc1sc(NC(=O)c2cccc([N+](=O)[O-])c2)c(C(N)=O)c1-c1ccc(C(C)(C)C)cc1,15,2,1,0.6,-7,7,-5,44,.
CCOC(=O)Cn1nnnc1C(CC)N(Cc1cccs1)Cc1cc2cc(C)ccc2[nH]c1=O (stereo not drawn),0,-5,-6,0.2,-8,-18,4,85*,-4
CCC(Sc1nc2ccccc2c2nc3ccccc3n12)C(=O)NCc1ccco1 (stereo not drawn),8,-4,7,0.2,-6,-6,3,78*,4
CCOC(=O)N1CCN(C(=O)C2CCN(S(=O)(=O)N(CC)CC)CC2)CC1,3,25,-1,0.9,6,8,-26,14,0
Fc1ccccc1CSc1nnc(Cn2cnc3ccccc32)n1-c1ccccc1,20,-4,3,0.7,-13,-2,3,32,7
c1ccc(-c2nc(-c3ccco3)cs2)nc1,18,2,-1,0.8,-6,-10,-5,16,9
CCN(CC)c1ccc(C2C(C(C)=O)C(=O)CC(C)(O)C2C(C)=O)cc1 (stereo not drawn),3,3,-2,.,-8,9,-2,.,10
# Other compounds follow.
SMILES,Rev-RRE block,LYP act,EphB4 antag,CYP2C9 activ,PLK1 kinase inh,PLK1 PBD inh,PTPN22 inh 2,CYP2C9 inh,Calb biofilm kill
CCN(CC)S(=O)(=O)c1ccc(Cl)c(C(=O)NCc2ccccc2Cl)c1,14,-4,0,1.3,15,-1,7,-30,3
COc1ccc(-c2c[n+]3c4n2CCCCC4=C(c2ccccc2)C3)cc1,-3,-14,3,1,-20,-8,16,-1,5
COc1ccc(NC(=S)NC(NC(=O)c2ccc(Cl)cc2Cl)C(Cl)(Cl)Cl)c([N+](=O)[O-])c1 (stereo not drawn),6,-10,-1,0,1,19,10,98*,5
CCOCCCNS(=O)(=O)c1ccc2c(c1)OCCO2,3,-6,5,1.5,-13,-22,5,-49,0
Cn1c(=O)c2[nH]c(NCCCN3CCOCC3)nc2n(C)c1=O,11,-14,8,1,29,1,16,-2,-1
CC1(C)CC(=O)CC(C)(C)N1OC(=O)c1ccco1,7,2,-3,0.9,-2,-15,-5,12,6
COc1ccc(OC)c(CCNC(=O)CC2Oc3ccccc3NC2=O)c1 (stereo not drawn),-3,7,-4,1.1,2,13,-9,-8,1
CSc1ccccc1C(=O)N1CCN(c2ccc(F)cc2)CC1,0,3,0,1,-8,-3,-6,2,8
CCOC(=O)c1cn(-c2nc(-c3ccc(Cl)cc3)cs2)c2c(F)c(N3CC(C)OC(C)C3)c(F)cc2c1=O (stereo not drawn),5,-5,-1,0.9,-7,24,10,6,.
CCn1c(COc2ccccc2)nnc1SCC(=O)NC1CCCCC1,0,9,-7,0.8,0,18,-10,20,5
COc1ccc2c(c1)OCC1=C2CCC2(C)C(=O)CC=C12 (stereo not drawn),27,6,3,0.4,-17,-25,-7,64*,-2
O=C(Nc1ccccc1OC(F)F)c1ccc(F)cc1,2,-1,4,1.6,-8,1,0,-59,6
Cc1cc2ncn(/N=C/c3ccc(-c4ccccc4)o3)c2cc1C,11,-10,-6,1.1,-7,1,14,-6,-2
COc1ccc2cc(CN(Cc3ccco3)Cc3nnnn3C3CCCCC3)c(=O)[nH]c2c1,6,-7,1,0.1,-4,6,5,87*,5
NS(=O)(=O)c1ccc(CNC(=O)CCC2CCCCC2)cc1,3,5,2,0.8,-8,24,-5,16,.
O=C(OCCN=C1NS(=O)(=O)c2ccccc21)c1ccncc1,11,-5,4,0.2,-9,-16,6,78*,-3
CON(C)c1nc(OCCNC(=O)OCc2ccc(Cl)cc2C)nc(N(C)C)n1,-3,8,-2,.,-20,-11,-9,.,5
Cc1ccc(OCc2ccoc2C(=O)O)cc1C,2,27,-7,1.1,-2,1,-31,-14,4
Cc1ccc(C(=O)COC(=O)c2cc(Cl)nc3ccccc23)cc1C,9,-2,-1,2*,-3,-13,7,-104,.
CCC(C(=O)NCc1ccc(F)cc1)N(Cc1ccco1)C(=O)c1snc(C(N)=O)c1N (stereo not drawn),2,21,-10,0.5,-7,-2,-25,50*,5
COc1ccccc1NS(=O)(=O)c1ccc(Br)s1,3,1,-4,0.9,-5,1,-4,6,.
CC(C)CCn1cnc2c1c(=O)n(C)c(=O)n2C,8,-2,9,.,3,-22,-5,.,6
CC(=O)Nc1ccc(S(=O)(=O)Nc2nc3ccccc3nc2N2CCCCCC2)cc1,9,4,3,0.3,-12,3,-8,70*,1
Cc1ccccc1NS(=O)(=O)c1cc(C(=O)Nc2cccc(N(C)S(C)(=O)=O)c2)ccc1C,12,-2,1,0.2,-2,7,4,78*,.
CC1=C(C(N)=O)C(c2ccccn2)n2nc(-c3ccccc3Cl)nc2N1 (stereo not drawn),5,4,1,1,-12,0,-5,2,2
# (more compounds)
SMILES,Rev-RRE block,LYP act,EphB4 antag,CYP2C9 activ,PLK1 kinase inh,PLK1 PBD inh,PTPN22 inh 2,CYP2C9 inh,Calb biofilm kill
CCOC(=O)c1c(COc2ccccc2)oc2ccc(O)cc12,15,3,-6,1.8,-7,-8,-4,-75,2
COc1cc2c(=O)nc3n(c2cc1OC)C(c1ccccc1)N=C(N)N3 (stereo not drawn),10,-8,3,1.1,0,4,11,-8,-8
CC1=CC(C)(C)N(C(=O)CSc2nnc(-c3ccccc3)o2)c2ccc(C)cc21,4,0,1,0.9,-4,-7,-3,12,9
CSc1ncccc1C(=O)OCc1ccc(COC(=O)c2cccnc2SC)cc1,1,-6,5,1,-19,-12,4,3,.
O=C(O)c1ccc(NS(=O)(=O)/C=C/c2ccccc2)cc1O,9,1,6,0.4,-2,-19,0,55*,3
CCC1Oc2ccccc2N(CC(=O)NCCCN2CCOCC2)C1=O (stereo not drawn),7,-9,3,.,-2,-24,6,.,4
CCOc1cc(C)ccc1OCc1nnc(SCC(=O)c2cccc([N+](=O)[O-])c2)n1C,9,-5,5,1.6,-8,-32,10,-57,.
O=C(CSc1nccc(-c2ccc(Br)cc2)n1)NCCc1ccccc1,5,.,-2,0.5,-6,5,.,47,.
CC1CCCC(NC(=O)C2CCCN2S(=O)(=O)c2cccc3nsnc23)C1C (stereo not drawn),10,-11,-5,0.4,-7,-23,10,57*,4
CN(C)S(=O)(=O)NC(c1ccccc1)c1ccccc1,3,11,9,0.4,-5,-28,-14,60*,6
COc1ccc(CCNC(=O)C/C(C)=N/NC(=O)c2ccc(N)cc2)cc1OC,4,9,1,1.1,-5,-23,-11,-10,.
Cc1oc(-c2ccccc2F)nc1CN1CCC(C(=O)NC2CC2)CC1,4,5,-3,1.1,-8,20,-7,-15,-6

# Filtered by structure, the entries above with two or more sulfur atoms
SMILES,Rev-RRE block,LYP act,EphB4 antag,CYP2C9 activ,PLK1 kinase inh,PLK1 PBD inh,PTPN22 inh 2,CYP2C9 inh,Calb biofilm kill
Cc1cc(NS(=O)(=O)c2ccc(Nc3nc(-c4sc(N)nc4C)cs3)cc2)no1,5,4,-1,0.6,-4,-13,0,38,7
O=C(CNS(=O)(=O)c1ccc(Br)s1)N1CCC(N2CCCCC2)CC1,6,4,-5,0.8,-1,-7,-5,19,4
C=CCSc1nc2c(sc3nc(C)cc(C)c32)c(=O)[nH]1,-1,-4,-1,0.6,-2,-8,6,36,.
O=C(CSc1nnc(CNC(=O)c2cccs2)o1)c1ccccc1,2,8,-1,0.8,-6,-12,-5,22,5
COc1ccccc1NS(=O)(=O)c1ccc(Br)s1,3,1,-4,0.9,-5,1,-4,6,.
Cc1ccccc1NS(=O)(=O)c1cc(C(=O)Nc2cccc(N(C)S(C)(=O)=O)c2)ccc1C,12,-2,1,0.2,-2,7,4,78*,.
CSc1ncccc1C(=O)OCc1ccc(COC(=O)c2cccnc2SC)cc1,1,-6,5,1,-19,-12,4,3,.
CC1CCCC(NC(=O)C2CCCN2S(=O)(=O)c2cccc3nsnc23)C1C (stereo not drawn),10,-11,-5,0.4,-7,-23,10,57*,4
